# Bioassay records deposited in PubChem BioAssay by several laboratories.
# IDE act = IDE (human) activation, cell-based; P14735; HEK cells, FAbeta-B cleavage, fluorescence polarization; 0% vehicle, 100% cell-free pure enzyme wells; activation, % at 5.96 µM; actives 0.073% (n = 340,000); AID 493087;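 active means activation above the mean of all tested compounds plus 3 SD, set per screening campaign, cut at about 17% in these data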
# CRFR2-BP ag = agonists of human CRF-binding protein/CRF-R2 receptor complex; AID 588473; actives 0.46% (n = 350,000); HEK293 CRF-R2/CRF-BP, calcium dye fluorescence (FLIPR); percent of saturating CRF peptide response; activation, % at 13.2 µM;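 active means activation of at least 50%, plus an integration ratio under a set limit after plate pattern correction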;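 further: plate controls were neutral control wells without compound for no effect and CRF at EC100 for full effect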
# PHOSPHO1 block = inhibitors of human PHOSPHO1 phosphatase; actives 1.1% (n = 290,000); Q8TCT1; recombinant PHOSPHO1, absorbance phosphatase assay; AID 1565; inhibition, % at 13.3 µM; in the data active means inhibition above about 60%
# pCIP destab = lowers stability of the mouse p/CIP coactivator protein | decrease of EGFP signal, % at 10 µM | actives 0.01% (n = 290,000) | Q05BA5 | F442A p/CIP-EGFP cells, EGFP fluorescence, 16 h;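 active means EGFP signal decrease of at least 30% at 10 µM or well 3 SD below plate mean, unless failing retest; inactive means the rest, including hits failing retest or dose response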; further: some compounds called inactive have numbers as strong as hits; many of its hits are not listed in these tables
# M4 PAM = CHRM4 positive allosteric modulation; P08173; CHO-K1 hM4/Gqi5, Fluo-8 calcium fluorescence, ACh EC20; 0% = ACh EC20, 100% = maximal ACh; activation, % at 3 µM; actives 0.4% (n = 360,000); AID 624126;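 active means activation above its plate's cutoff, the mean activation of sample wells plus 3 SD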; further: some results filed as inactive read as strong as hits
# Target sequence (P08173 whole entry, looked up): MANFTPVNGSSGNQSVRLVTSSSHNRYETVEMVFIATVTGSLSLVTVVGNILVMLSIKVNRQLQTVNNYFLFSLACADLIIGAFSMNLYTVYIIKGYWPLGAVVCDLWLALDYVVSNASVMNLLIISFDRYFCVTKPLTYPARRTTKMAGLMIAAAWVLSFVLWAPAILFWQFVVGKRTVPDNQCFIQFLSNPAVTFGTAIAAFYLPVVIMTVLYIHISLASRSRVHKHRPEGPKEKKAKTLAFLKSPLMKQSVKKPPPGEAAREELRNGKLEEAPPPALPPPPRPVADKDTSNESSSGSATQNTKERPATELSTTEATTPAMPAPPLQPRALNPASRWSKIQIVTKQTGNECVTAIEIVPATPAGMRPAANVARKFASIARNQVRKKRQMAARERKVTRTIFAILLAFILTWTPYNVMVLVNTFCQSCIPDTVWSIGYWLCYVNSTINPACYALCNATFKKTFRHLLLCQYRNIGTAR
# IDE inh = inhibits human insulin-degrading enzyme in HEK cells | P14735 | FAbetaB cleavage, fluorescence polarization | inhibition, % at 5.59 µM | actives 0.41% (n = 320,000);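 active means percent inhibition above the average of all tested compounds plus 3 SD, set per screening campaign, cut at about 16% in these data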;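 further: IDE supplied by intact live HEK cells; FP after avidin binding of uncleaved biotin substrate so inhibition keeps polarization high; 0% = DMSO wells and 100% = 60 µM reference IDE inhibitor Ii1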
# GalR3 antag = antagonists of human GalR3. HEK293 GalR3-CNG cAMP membrane potential fluorescence; galR3 body fused to GalR1 C-terminus. inhibition, % at 3 µM. actives 0.44% (n = 360,000);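 active means inhibition above the screen-wide average plus 3 SD, cut at about 13% in these data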;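 further: forskolin and galanin both at EC90 stimulate the cells; cAMP rise reported by CNG channel membrane potential dye signal; 0% = forskolin plus galanin with DMSO and 100% = forskolin alone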
# MEKK3 PB1 HTS = modulators (inhibitors or enhancers) of MEK5 binding to human MEKK3 PB1 domain | bead-based flow cytometry, Alexa488-MEK5 binding to MEKK3; actives lie on both sides; 0 = blocked by unlabeled MEK5, 100 = vehicle | binding response (% of control), % at 10 µM | actives 1.4% (n = 290,000);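 active means binding response more than 3 SD above or below the average of its plate-row segment, actives on both sides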;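 further: Alexa488 bead fluorescence after subtracting the streptavidin-only scavenger bead signal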
# Target sequence (Q99759 whole entry, looked up, the tested form may be a part): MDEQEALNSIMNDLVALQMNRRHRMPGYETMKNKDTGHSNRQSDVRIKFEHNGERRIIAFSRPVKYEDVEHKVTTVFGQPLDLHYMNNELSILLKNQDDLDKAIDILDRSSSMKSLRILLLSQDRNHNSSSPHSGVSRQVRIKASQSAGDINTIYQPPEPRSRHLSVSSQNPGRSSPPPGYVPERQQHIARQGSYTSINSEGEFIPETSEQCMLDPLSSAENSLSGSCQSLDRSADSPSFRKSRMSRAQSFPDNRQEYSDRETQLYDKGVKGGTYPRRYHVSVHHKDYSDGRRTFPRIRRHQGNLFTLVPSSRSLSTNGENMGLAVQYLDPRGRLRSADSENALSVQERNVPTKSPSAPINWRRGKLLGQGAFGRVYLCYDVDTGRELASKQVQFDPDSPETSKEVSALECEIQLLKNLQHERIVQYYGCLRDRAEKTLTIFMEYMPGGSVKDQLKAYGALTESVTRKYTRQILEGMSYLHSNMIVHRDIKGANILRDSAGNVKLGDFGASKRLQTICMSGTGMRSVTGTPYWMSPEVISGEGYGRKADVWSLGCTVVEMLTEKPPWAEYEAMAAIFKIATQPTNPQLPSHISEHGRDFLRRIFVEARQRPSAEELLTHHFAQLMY
# CRFR2-BP antag = antagonists of CRF-binding protein/CRF-R2 receptor complex. HEK293 CRF-R2/CRF-BP, CRF-induced calcium fluorescence. inhibition, % at 11.8 µM. actives 0.59% (n = 350,000);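 active means inhibition of the ligand-induced calcium signal above about 50% at the single tested concentration, limit read from the data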
# An asterisk follows results filed as active; . = no result given.
SMILES,IDE act,CRFR2-BP ag,PHOSPHO1 block,pCIP destab,M4 PAM,IDE inh,GalR3 antag,MEKK3 PB1 HTS,CRFR2-BP antag
Cc1ccc(S(=O)(=O)N(C)C[C@H]2OCCCC[C@H](C)Oc3ccc(NC(=O)Nc4cccc5ccccc45)cc3C(=O)N([C@@H](C)CO)C[C@H]2C)cc1,.,5.6,.,.,-8,.,-6,.,-6
CN(C)N=Nc1nc2c(c(=O)n(C)c(=O)n2C)n1CC1CO1 (stereo unspecified),.,-1.2,33,-1,-3,1,-2,101,0
O=C1C2C3C=CC(O3)C2C(=O)N1CC(O)c1ccccc1 (stereo unspecified),0,0.6,25,-5,6,-3,-1,96,6
O=C1c2ccccc2NC(c2cc(Cl)cc(Cl)c2O)N1Cc1cccnc1 (stereo unspecified),4,1.6,10,3,-5,4,-4,103,-4
CC(=O)Nc1ccc(S(=O)(=O)Nc2nccc(/C=C/c3ccc(Cl)cc3)n2)cc1,6,-3.1,-2,2,-4,-3,-3,82,15
CN(C(=O)COc1ccccc1)c1nc(-c2ccc(F)cc2)cs1,-4,2.0,17,-26,-4,11,-4,92,-20
CCCCCc1nnc(N)s1,5,0.3,11,2,-5,2,-6,103,1
O=C(Nc1ccc(F)cc1)NC1CCN(Cc2ccccc2)CC1,-6,0.6,-27,-10,-2,0,-5,112,6
O=C(COC(=O)c1ccc(S(=O)(=O)Nc2ccccc2)cc1)NC1CCCC1,9,3.2,-24,-12,-10,5,-1,95,-26
CCN(CC)CC(=O)Nc1scc2c1c(=O)oc1ccccc12,-4,-1.9,-8,-7,-2,0,-5,84,5
CNc1nc2ccccc2n1CC(=O)c1ccccc1,-2,0.4,15,-1,1,.,-10,101,6
COc1ccc(-c2ccc(OC(=O)NC3CCS(=O)(=O)C3)cc2)cc1 (stereo unspecified),5,-1.6,43,4,-14,2,-1,92,-4
Cc1ccc(S(=O)(=O)N2CCCN(c3nc4cc(C)ccc4cc3C#N)CC2)cc1,-3,11,2,0,-3,3,-2,94,-43
NS(=O)(=O)c1cccc(NC(=O)CCS(=O)(=O)c2ccc(Cl)cc2)c1,-6,5.8,44,13,2,-2,4,114,3
CSc1ccccc1NC(=O)Cn1nc([N+](=O)[O-])cc1C,6,0.6,32,7,4,-3,-5,107,14
Cn1nnnc1NCc1ccc(Cl)c(Cl)c1,-2,-3.4,40,-11,11,-2,-2,105,31
Cc1ccc(S(=O)(=O)NCCSC(C)(C)C)cc1,4,-1.9,-14,-4,-3,9,-6,105,3
O=C1CC(c2ccccc2)CN1S(=O)(=O)c1ccccc1 (stereo unspecified),5,-2.4,0,-6,-1,-2,2,101,65*
CCN(CC)C(=O)C1CCCN(c2ncnc3c2cnn3-c2ccc(Cl)cc2)C1 (stereo unspecified),0,0.3,15,12,-6,2,1,103,10
CCOC(=O)c1cnc2ccc(Cl)cc2c1Nc1ccc(S(=O)(=O)Nc2ncccn2)cc1,1,-1.9,-12,-17,4,-1,-3,101,-14
Cc1cc(C(C#N)c2ccc(Cl)cc2)c(Cl)cc1NC(=O)c1cc(I)cc(I)c1O (stereo unspecified),7,32,.,.,-5,-3,-1,.,58*
COc1ccc(-c2cc(C(=O)Nc3ccc(Cl)cc3Cl)c3ccccc3n2)cc1OC,3,-1.0,-12,3,10,-1,-3,104,0
CCc1nc(SCC(=O)Nc2cc(C)ccc2OC)c2c(C)c(C)sc2n1,4,1.5,28,4,4,-1,-7,100,-1
O=C(Cn1cnc2c(cnn2-c2ccc(F)cc2)c1=O)OCc1ccccc1,-1,-0.4,12,-2,-1,-6,-3,75,30
CC(C)C(NC(=O)c1ccc(Cl)cc1)C(=O)NCC1CCCO1 (stereo unspecified),-1,0.2,6,-4,-1,1,-9,101,3
COc1ccc(COC(=O)C2=C(C)NC(=O)NC2c2ccccc2)cc1 (stereo unspecified),-3,-2.6,45,-2,6,2,1,105,-3
Cc1nnsc1C(=O)NC1CCCc2c1cnn2-c1ccc(F)cc1F (stereo unspecified),3,5.7,9,-31,-9,-3,105*,102,-4
O=C(O)CCNC(=O)c1ccc(Br)o1,-6,1.1,6,0,3,4,1,102,-7
ClCc1nc2ccccc2c2ccccc12,-1,-0.8,16,-4,-8,1,-3,105,-7
CC(C)(C)c1ccc2c(c1)OC(C(=O)N/N=C\c1ccc(-c3cccc(C(=O)O)c3)o1)CO2 (stereo unspecified),-4,0.6,4,-2,2,1,-6,101,34
Cc1cccc(CN2CCC(n3nccc3NC(=O)c3ccccc3C)CC2)n1,-5,-1.4,41,0,-2,1,2,104,6
Nc1cc(=O)[nH]c(SCC(=O)N2N=C(c3ccc4ccccc4c3)CC2c2ccccc2)n1 (stereo unspecified),-1,5.3,44,-4,-10,-3,-3,98,9
CCOc1ccc(CNCCCSc2ncccn2)cc1,2,0.7,35,-18,-6,-1,-8,103,3
O=C(CSc1ncnc2c1oc1ccccc12)NCc1ccc(F)cc1,8,-0.6,11,-11,2,3,3,101,-3
COc1cc(/C=N/NC(=O)c2cc(C)n(-c3ccc(F)cc3)c2C)cc(OC)c1O,0,-2.2,52,2,2,6,8,113,4
Cc1noc(C)c1S(=O)(=O)N(Cc1ccccc1)C(C)C,.,0.2,12,-4,-6,1,-1,125,-5
COc1cccc(C(=O)Nc2ccc(NC(=O)c3ccco3)cn2)c1,3,-6.4,4,-12,1,12,-1,93,11
COc1ccc(S(=O)(=O)N2CCCCC2)cc1NS(=O)(=O)c1ccccc1,3,0.4,.,.,7,2,-2,.,-7
CC(C)(C)CC(=O)N1CCN(c2ccc(S(=O)(=O)N3CCOCC3)cc2[N+](=O)[O-])CC1,0,-1.2,.,.,6,1,-7,.,2
CCOC(=O)[C@H]1[C@H]2COc3ccc(Cl)cc3[C@@H]2N2C(=O)[C@@H](C)NC(=O)[C@@]12C,1,-0.8,.,.,5,1,-2,.,-5
Cc1ccnc(NS(=O)(=O)c2ccc(NC(=O)C3CC3)cc2)n1,3,0.1,29,-9,-1,-1,-2,104,3
O=C(O)c1sccc1S(=O)(=O)N1CCN(c2ccc(C(F)(F)F)cn2)CC1,2,-1.8,38,-8,-3,7,0,97,3
CCc1ccccc1NC(=O)CC(c1ccc(OC)cc1)n1cccc1 (stereo unspecified),1,-0.3,-9,-5,-10,1,0,97,8
O=C1c2ccccc2C2(c3ccccc3)N1CCN2C(=O)C(Cl)(Cl)Cl (stereo unspecified),2,-1.5,27,-4,-2,2,-10,104,1
Cc1ccc(S(=O)(=O)Nc2cc(C)c(O)c(Sc3n[nH]c(C)n3)c2)cc1,3,-0.7,8,3,3,3,-9,102,1

# 5 compounds out of the list above, sorted by the value under IDE inh, smallest number first:
SMILES,IDE act,CRFR2-BP ag,PHOSPHO1 block,pCIP destab,M4 PAM,IDE inh,GalR3 antag,MEKK3 PB1 HTS,CRFR2-BP antag
Nc1cc(=O)[nH]c(SCC(=O)N2N=C(c3ccc4ccccc4c3)CC2c2ccccc2)n1 (stereo unspecified),-1,5.3,44,-4,-10,-3,-3,98,9
CCc1ccccc1NC(=O)CC(c1ccc(OC)cc1)n1cccc1 (stereo unspecified),1,-0.3,-9,-5,-10,1,0,97,8
Cc1ccc(S(=O)(=O)Nc2cc(C)c(O)c(Sc3n[nH]c(C)n3)c2)cc1,3,-0.7,8,3,3,3,-9,102,1
COc1cc(/C=N/NC(=O)c2cc(C)n(-c3ccc(F)cc3)c2C)cc(OC)c1O,0,-2.2,52,2,2,6,8,113,4
O=C(O)c1sccc1S(=O)(=O)N1CCN(c2ccc(C(F)(F)F)cn2)CC1,2,-1.8,38,-8,-3,7,0,97,3

# (listing goes on)
SMILES,IDE act,CRFR2-BP ag,PHOSPHO1 block,pCIP destab,M4 PAM,IDE inh,GalR3 antag,MEKK3 PB1 HTS,CRFR2-BP antag
COc1cccc(CNC(=O)CCc2ccc(OC)c(OC)c2)c1,1,0.7,27,-12,-3,-3,-5,102,27
CC1(C)CC(NC(=O)C2CCC(=O)N(C3CC3)C2)CC(C)(C)C1 (stereo unspecified),2,-1.3,29,-5,-5,8,-6,98,-6
CC1CCC(C(C)C)C(OC(=O)C[n+]2cccc(C(N)=O)c2)C1 (stereo unspecified),-1,4.3,23,1,11,9,-2,103,-17
Cc1ccc(C)c(NC(=O)C2CC(Cl)=CCC2C(=O)O)c1 (stereo unspecified),3,3.4,28,-6,12,1,-2,110,11
COC(=O)Cn1nc(-c2ccccc2)c2ccccc2c1=O,2,0.8,-7,-12,0,1,-5,89,7
CSc1ccc(C(=O)C2CCCN(S(=O)(=O)c3c(C)noc3C)C2)cc1 (stereo unspecified),0,0.9,-65,-18,4,1,-3,96,3
CN(C)S(=O)(=O)Nc1cc(F)cc(F)c1,-5,-0.1,25,3,-4,3,5,104,4
Cc1ccc(SCCN2CCN(C)CCC2=O)cc1,3,-2.7,39,0,-4,.,-7,97,6
CCOC(=O)c1cnc(SC)nc1Oc1cccc(NC(=O)c2ccc(C)cc2)c1,-2,5.0,40,-9,-2,4,-2,105,0
CCC(C)N(C(=O)c1csnn1)C(C(=O)NC(C)(C)C)c1ccccc1 (stereo unspecified),-7,0.8,6,-11,1,-1,-9,96,-17
COc1ccc(F)cc1S(=O)(=O)N1CCN(C(=O)c2ccco2)CC1,3,-0.2,39,3,-5,6,7,99,11
CC(C)(C#CCN1CCCC1)OCCC#N,0,2.7,-11,0,-8,-3,0,103,12
C#CCOCCOCCOCCNc1nc(N2CCN(C(=O)Cn3cc(CCCCN)nn3)CC2)nc(N2CCN(C(=O)[C@H]([C@@H](C)CC)n3cc(CCCCN)nn3)CC2)n1,8,-0.8,.,.,1,0,-8,.,0
Cc1ccc(C2=NS(=O)(=O)N(C)C(C(=O)N3CCOCC3)=C2)cc1,-1,-1.6,28,-2,-5,5,.,97,13
CCNC(=O)NC(=O)C(C)SCc1ccccc1C (stereo unspecified),-5,-2.0,-9,4,-6,-1,-1,101,-25
CNC(=O)/C(C#N)=C\c1cc(C)n(-c2ccc(N3CCOCC3)cc2)c1C,-10,5.4,28,-9,-10,2,-3,89,-16
O=C(CCc1nc2ccccc2c(=O)[nH]1)OCc1cccc(C(F)(F)F)c1,7,-3.1,4,0,10,3,-2,101,-20
O=C(c1ccoc1)N1CCC2(CC1)Oc1ccc(Cl)cc1C(=O)C21CC(c2ccc(Cl)cc2)=NO1 (stereo unspecified),5,5.7,26,8,18,0,-7,107,-6
CC(C)N(C(=O)C1CC(=O)OC12CCCCC2)C(C)C (stereo unspecified),0,-2.0,-9,5,21,3,-7,101,-7
C=CC(COCc1ccccc1)N(C(=O)OC(C)(C)C)S(=O)(=O)c1ccccc1Br (stereo unspecified),-4,4.3,22,-11,9,3,-2,113,2
COc1ccc(S(=O)(=O)Oc2ccc3cccc(N)c3c2)cc1,.,-0.2,.,.,-6,9,-2,.,0
O=C(NCc1ccccn1)c1cc(S(=O)(=O)N2CCCCCC2)ccc1Cl,6,-0.9,.,-4,4,2,-3,98,1
Cc1nc(SCC(=O)N(CC(C)C)C2CCS(=O)(=O)C2)c2ccccc2n1 (stereo unspecified),-1,-0.8,.,.,1,0,0,.,-13
O=C(NCc1cccs1)NC1CCCCC1,12,-2.5,-6,5,14,3,1,99,1
COc1ccc(OC)c(CN(CCN2CCOCC2)C(=O)Nc2cccc(Cl)c2)c1,2,-1.6,-5,-15,10,-1,-4,110,-3
COc1ccc(C(CNC(=O)c2cc3ccccc3o2)N2CCCC2)cc1 (stereo unspecified),2,0.5,.,.,-1,-2,5,.,-14
COc1ccc(/C=C/C(=O)c2ccc([N+](=O)[O-])o2)cc1,-1,0.3,.,.,2,-3,-6,.,-38
